# KCNK3 inh: human KCNK3 channel inhibition, primary screen | CHO-KCNK3 thallium flux, FluxOR fluorescence; stronger effect = lower value | B-score at 10 µM | 0.84% of 340,000 active | AID 602410;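 active means B-score under library mean minus 4 SD, starting fluorescence ratio at most library mean plus 5 SD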;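 further: more negative B-score means stronger inhibition of thallium flux through KCNK3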
# Target sequence (O14649 whole entry, looked up): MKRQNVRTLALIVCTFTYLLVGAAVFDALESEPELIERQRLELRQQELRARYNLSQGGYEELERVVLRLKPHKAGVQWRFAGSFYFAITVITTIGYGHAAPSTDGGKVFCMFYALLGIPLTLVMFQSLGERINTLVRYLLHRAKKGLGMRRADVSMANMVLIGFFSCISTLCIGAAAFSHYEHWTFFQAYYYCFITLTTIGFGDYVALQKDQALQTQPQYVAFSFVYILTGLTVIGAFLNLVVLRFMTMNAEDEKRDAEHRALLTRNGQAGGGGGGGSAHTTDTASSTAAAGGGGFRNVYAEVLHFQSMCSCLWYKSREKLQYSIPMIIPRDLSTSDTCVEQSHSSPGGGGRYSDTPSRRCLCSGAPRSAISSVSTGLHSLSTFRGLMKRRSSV
# RGS4 act: potentiators or activators of RGS4; B-score at 10 µM; 0.92% of 310,000 active; HEK293 M3R/inducible RGS4, carbachol calcium flux Fluo4; stronger effect = lower value; AID 463111;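 active means B-score of the integrated calcium signal more than 4 SD below the library mean, with starting fluorescence not abnormally high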;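 further: negative B-score means reduced calcium response which marks RGS4 activation or potentiation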
#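 Reagent: ECmax carbachol challenge; Test system: M3R-expressing HEK293 line, RGS4 induced by doxycycline; Schedule: overnight RGS4 induction, 30 min dye load 37 °C, 20 min compound RT; Detection: calcium dye Fluo4 fluorescence; Read-out: Agonist-evoked peak-minus-minimum fluorescence over baseline, integrated ratio, B score.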
# ANO1 activ: activators or potentiators of mouse TMEM16A chloride channel; HEK293 TMEM16A/YFP-H148Q/I152L, iodide quench fluorescence; stronger effect = lower value; 0.3% of 340,000 active; B-score at 10 µM;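 active means fluorescence-ratio B-score plate-corrected deviation score at least 3 library SD below zero, with starting fluorescence score within 5 deviations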;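 further: channel opened by trigger with iodide after compound preincubation; score built on the fluorescence ratio of max minus min over baseline; more negative score means more quench and so TMEM16A activation or potentiation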
# KCNQ1 pot: potentiates or activates the human KCNQ1 potassium channel | B-score at 10 µM | AID 2648 | P51787 | CHO-K1 KCNQ1, thallium flux FluxOR fluorescence; stronger effect = higher value | 0.35% of 310,000 active;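 active means fluorescence ratio B-score, a plate-corrected score, at least three library SD, with initial intensity B-score within 5 SD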
#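 Assay system: stable KCNQ1 CHO-K1 line; medium: assay buffer, equal DMSO in all wells; timing: 90 min dye loading and 20 min compound exposure, both at room temperature; technique: kinetic FluxOR thallium fluorescence, 10-s 1-Hz baseline, 110-s post-stimulus read; read-out basis: B score of baseline-normalized fluorescence ratio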
# TMEM16A inh: mouse TMEM16A channel inhibition, primary screen; Q8BHY3; HEK293 TMEM16A/YFP iodide influx fluorescence, ionomycin; normalized B-score (activity score, 25-100; higher = stronger inhibition) at 10 µM; 1.2% of 310,000 active; AID 588511;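 active means ratio plate-corrected score three or more library SD toward inhibition, starting fluorescence score within five deviations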;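 further: score derived from kinetic fluorescence span divided by baseline fluorescence per well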
# SKKanGAS inh: SKKanGAS growth inhibition; 1.3% of 300,000 active; AID 1662; S. pyogenes SKKanGAS, kanamycin growth, BacTiter-Glo, 6 h; inhibition, % at 7.5 µM;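 active means mean replicate score, as percent of positive control median, at least 50; inconclusive means mean below 50 but one replicate at or above 50; inactive means mean and every replicate below 50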;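 further: strain carries kanamycin resistance gene driven by streptokinase promoter and grows in 40 µg/ml kanamycin; loss of luminescence reflects streptokinase promoter inhibition or plain growth inhibition; 0% = median of DMSO wells and 100% = positive control at its reference dose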
# hERG protect: hERG (human) protection from proarrhythmic block | Q12809 | CHO-hERG, FluxOR thallium flux, dofetilide IC70 present | activation (rescue from dofetilide block), less the hit threshold, % at 10 µM | 0.51% of 310,000 active | AID 1511;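 active means activation above the mean of controls blocked by dofetilide plus 5 SD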;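 further: thallium influx through hERG after potassium depolarization seen as dye fluorescence rise; in these data hits start at about 4.7%; inactives centre near -7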
# KCNK9 block: inhibitors of human KCNK9 two-pore domain potassium channel | HEK293 KCNK9, FluxOR thallium flux fluorescence; stronger effect = lower value | B-score at 10 µM | 1.2% of 310,000 active;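 active means ratio B-score over 3 SD below the library mean, with starting fluorescence within 5 SD of its mean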;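 further: negative B-score means less thallium flux so channel inhibition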
# Target sequence (Q9NPC2 whole entry, looked up, the tested form may be a part): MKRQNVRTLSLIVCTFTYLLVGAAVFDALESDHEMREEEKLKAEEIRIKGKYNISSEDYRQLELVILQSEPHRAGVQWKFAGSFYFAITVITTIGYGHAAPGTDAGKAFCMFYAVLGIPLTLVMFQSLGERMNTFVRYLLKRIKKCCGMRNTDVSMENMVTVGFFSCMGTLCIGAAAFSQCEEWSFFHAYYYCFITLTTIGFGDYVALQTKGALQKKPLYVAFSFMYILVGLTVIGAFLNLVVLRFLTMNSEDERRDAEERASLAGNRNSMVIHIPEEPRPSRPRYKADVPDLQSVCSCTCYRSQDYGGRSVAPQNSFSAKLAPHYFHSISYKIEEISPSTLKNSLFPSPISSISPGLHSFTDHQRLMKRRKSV
# RGS4 block: human RGS4 inhibition. 0.45% of 310,000 active. P49798. HEK293 M3R/RGS4 inducible, Fluo-4 calcium flux; stronger effect = higher value; triggered by carbachol at its EC20. AID 463165. B-score at 10 µM;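 active means B-score, a plate-corrected calcium signal, over three deviations above library mean, with baseline fluorescence within five deviations of library mean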;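 further: RGS4 expression induced by doxycycline in cells with stable M3 receptor; B-score is computed from the integrated fluorescence ratio over baseline after carbachol; higher B-score means a larger calcium signal and so more RGS4 inhibition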
# Target sequence (P49798 whole entry, looked up): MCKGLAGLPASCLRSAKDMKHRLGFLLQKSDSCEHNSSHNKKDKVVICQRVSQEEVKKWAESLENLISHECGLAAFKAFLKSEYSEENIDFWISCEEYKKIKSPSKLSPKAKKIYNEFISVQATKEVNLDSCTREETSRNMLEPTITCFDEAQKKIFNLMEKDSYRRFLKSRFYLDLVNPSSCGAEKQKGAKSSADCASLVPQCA
# KCNQ1 block: blocks the human KCNQ1 potassium channel; AID 2642; CHO-K1 KCNQ1, FluxOR thallium flux fluorescence; stronger effect = higher value; 1.3% of 310,000 active; P51787; B-score at 10 µM;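 active means compounds whose thallium flux B-score, printed positive for inhibition, exceeds three library SD while starting fluorescence stays within three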;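 further: channel opened by potassium depolarization with thallium stimulus after 20 min compound exposure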
# HDAC3 inh: blocks human histone deacetylase 3 | recombinant HDAC3, fluorogenic peptide/trypsin coupled, fluorescence | inhibition, % at 8.3 µM | 0.15% of 320,000 active | AID 2718; in the data active means inhibition above about 26%, passing the limit was not always enough; inconclusive means no clear call, values can overlap the other calls
# Active calls of the source: *; i = inactive; ? = inconclusive; nt = no result given.
SMILES,KCNK3 inh,RGS4 act,ANO1 activ,KCNQ1 pot,TMEM16A inh,SKKanGAS inh,hERG protect,KCNK9 block,RGS4 block,KCNQ1 block,HDAC3 inh
CCN(CC)CCCNC(=O)CCn1nc(-c2ccc(Cl)cc2)ccc1=O,i,i,i,i,i,1,-3,i,i,i,2
CCOC(=O)n1c(O)c(N=NC(N)=S)c2cc(C)ccc21,i,i,i,i,i,11,-11,i,i,i,4
O=C(CN(C(=O)CCC(=O)Nc1ccccn1)c1cccc(F)c1)NCc1ccco1,i,i,i,i,i,-2,-5,i,i,i,6
CCc1ccc(NC(=O)c2sc3nc(C)nc(N4CCN(c5ccccn5)CC4)c3c2C)cc1,-12*,-8.5*,i,i,i,32,-15,i,i,6*,1
COC(=O)c1c(NC(=O)CN2C(=O)c3ccccc3C2=O)sc(Cc2ccc3c(c2)OCO3)c1C,i,i,i,i,i,1,-12,i,i,i,nt
COC(=O)c1ccsc1NC(=O)c1ccco1,i,i,i,i,i,3,-6,i,i,i,-6
Cc1[nH]n(-c2ccccc2)c(=O)c1N=Nc1cccc([N+](=O)[O-])c1,i,i,i,i,i,0,-3,i,i,i,1
Cc1cccc(C(C)C)c1NC(=O)C(C)OC(=O)Cc1n[nH]c(=O)c2ccccc12 (stereo not given),i,i,i,i,i,1,-14,i,i,i,-1
C=CCOn1c(=O)c(-c2ccc(OCC)cc2)[n+]([O-])c2ccccc21,i,i,i,i,i,0,-7,i,i,i,7
Cc1nnsc1C(=O)N/N=C/c1ccccc1,i,i,i,i,i,10,-3,i,i,i,1
CCN=C(NCC)SC1CC(=O)N(c2ccccc2)C1=O (stereo not given),i,i,i,i,i,8,-30,i,i,i,-9
O=C(N/N=C/c1ccc(O)cc1)/C(=C/c1ccccc1)CCO,i,i,i,i,i,1,-6,i,i,i,7
CCOC(=O)N1CCN(C(=O)C2CC(c3ccccc3OC)=NO2)CC1 (stereo not given),i,i,i,i,i,-4,-7,i,i,i,-3
Cn1c(=O)c2c(nc(SCC(=O)N3CCOCC3)n2C)n(C)c1=O,i,i,i,i,i,-2,-5,i,i,i,-2
Cc1cc(C)cc(N2CCN(C(=O)N3CCOCC3)CC2)c1,i,i,i,i,i,0,-5,i,i,i,-3
CC1CCCN(S(=O)(=O)c2ccc(NC(=O)c3cccc(-n4cnnn4)c3)cc2)C1 (stereo not given),i,i,i,i,i,-8,-5,i,i,i,0
OCCN1CN=C(Nc2nc3ccccc3o2)NC1,i,i,i,i,i,-1,-8,i,i,i,-1
CCc1ccc(CN(C)Cc2nc(Cc3ccccc3)no2)nc1,i,i,i,i,i,23,-14,i,i,i,2
CCC[n+]1cn(/C(C(=S)Nc2cccc(Cl)c2C)=C(/[O-])c2ccc(OC)c(OC)c2)c2ccccc21,i,i,i,i,i,3,-8,i,i,i,3
COc1ccc(N2C(=NC(C)=O)SC3CS(=O)(=O)CC32)cc1OC (stereo not given),i,i,i,i,i,3,-4,i,i,i,5
Oc1ccccc1-c1cc(C(F)(F)C(F)F)[nH]n1,i,i,i,i,100*,2,-4,i,i,i,10
Fc1ccccc1CSc1nncn1NC/C=C/c1ccccc1,i,i,i,i,i,4,-15,i,i,i,5
Cc1cccc(-n2cc(CN(C)Cc3nccn3C)c(-c3cccc(F)c3)n2)c1,i,i,i,i,i,40,-22,i,i,i,?
Nc1ccc(N2CCCCC2)c(Cl)c1,i,i,i,i,i,3,-1,i,i,i,1
COc1cc(CC(=O)N(C)CC(=O)Nc2ccc(Cl)c(C(F)(F)F)c2)cc(OC)c1OC,-9.2*,i,i,i,i,-1,-8,i,i,i,8
O=C(c1ccc(=O)n(Cc2ccccc2)n1)N1CCN(C/C=C/c2ccccc2)CC1,i,i,i,i,i,-6,-7,i,i,i,9
Cc1cccc(Oc2ncnc3oc(-c4ccccc4)cc23)c1C,i,i,i,i,i,7,-18,i,i,i,-4
Cc1ccc(Nc2nc(CSc3nnc(-c4ccccc4C)n3C)cs2)cc1,i,i,i,i,i,1,-15,i,i,i,-6
CCc1cc2c(=O)n(Cc3ccco3)c(SCC(=O)N(C)C3CCS(=O)(=O)C3)nc2s1 (stereo not given),-9.9*,i,i,i,i,5,-17,i,i,i,0
CCOc1ccc2c(c1)OC(c1ccccc1)(C(F)(F)F)NC2=O (stereo not given),i,i,i,i,i,0,-8,i,i,i,2
Cc1cccc(OCC(=O)N(Cc2ccco2)C2CCS(=O)(=O)C2)c1C (stereo not given),i,i,i,i,i,8,-6,i,i,i,-2
CCc1ccc(C(=O)NNC(=O)CC2OC(=O)c3ccccc32)cc1 (stereo not given),i,i,i,i,i,-7,-18,i,i,i,-5
CCC(=O)Nc1ccc2c(c1)nc1n2CCN(C2CCCCC2)C1,i,i,i,i,i,-1,-20,i,i,i,-31
CN(C(=O)c1cn2ccccc2n1)c1c(N)n(Cc2ccccc2)c(=O)[nH]c1=O,i,i,i,i,i,-5,-11,i,i,i,-1
CCCCc1ccc(-n2nnnc2SCC(=O)Nc2cc(OC)c([N+](=O)[O-])cc2C)cc1,i,i,i,i,i,0,-9,i,i,i,-2
O=C(OCc1cc(=O)n2cc(Br)ccc2n1)c1ccc(Cl)c(S(=O)(=O)NCc2ccccc2)c1,i,i,i,i,i,14,-9,-11*,i,i,-5
Cc1cc(C)n2cc(CSc3nnnn3-c3ccccc3C)nc2n1,i,i,i,i,i,5,-6,i,i,i,-9
Nc1ccc(Cc2nc3cc4ccccc4cc3[nH]2)cc1,nt,i,nt,i,i,-6,-6,i,i,i,-3
COc1ccc(OC)c(NC(=S)NCc2ccc(S(N)(=O)=O)cc2)c1,i,i,i,i,i,9,-5,i,i,i,3
COc1ccc(N2CCN(C(CNS(=O)(=O)c3cc(F)ccc3F)c3cccnc3)CC2)cc1 (stereo not given),i,i,i,i,i,2,-6,i,i,i,-8
CCOc1ccc(-n2c(=O)c3c4c(sc3n(CC(=O)NCC3CCCO3)c2=O)CCC4)cc1 (stereo not given),i,i,i,i,i,4,-12,i,i,i,?
Cc1ccc(N2C(=O)C(Cl)=C(NCCO)C2=O)c(C)c1,i,i,i,i,i,1,-17,i,i,i,12
COc1ccc(NC(=S)NC(=O)Cc2ccccc2)cc1,i,i,i,i,i,3,-6,i,i,i,-1
COc1ccc(-c2csc(NC(=O)CSCc3c(C)noc3C)n2)cc1OC,i,i,i,i,i,5,-22,i,i,i,-13
O=C(CSc1nnc(SCc2ccccc2)s1)N/N=C/c1c[nH]c2ccccc12,i,i,i,i,nt,10,-11,i,i,i,nt
O=C(Cc1ccsc1)Nc1cc(F)ccc1F,i,i,i,i,i,2,-7,i,i,i,0
O=C(c1ccccc1Cl)N1CCN(c2ccccn2)CC1,i,i,i,i,i,-1,-1,i,i,i,0
Cn1c(CNc2ccc(Cl)cc2)nnc1SCc1ccccc1,i,i,i,i,i,-2,-11,i,i,i,2
CSCCC(NS(=O)(=O)c1ccccc1)C(=O)OCc1cc(=O)oc2cc(O)ccc12 (stereo not given),i,i,i,i,i,39,-14,i,i,i,-48
CC1=NN(C(N)=S)C(=O)C1N=Nc1ccc(O)cc1 (stereo not given),i,i,i,i,nt,8,-10,i,i,i,nt
O=C(CSc1ccccn1)Nc1nonc1[N+](=O)[O-],i,i,i,i,i,?,-9,i,i,i,nt
COc1ccc2oc(=O)cc(-c3cc4cccc(OC)c4o3)c2c1,i,i,i,i,i,-11,-5,i,i,i,-3
CCC1(CC)C(=O)C(C)(C)C(=O)OC1c1cccs1 (stereo not given),i,i,i,i,i,1,-4,i,i,i,-7
CCn1c(SCC(=O)NCCOc2ccccc2)nc2ccccc2c1=O,i,i,i,i,i,-3,-7,i,i,i,-4
N#C/C(=C(/O)CN1C(=O)c2ccccc2C1=O)c1nc2ccccc2[nH]1,i,i,i,i,i,-6,-7,i,i,i,12
COc1ccc(CCNC(=O)c2coc3ccccc3c2=O)cc1,i,i,i,i,i,-4,-1,i,i,i,1
COc1ccc(CCNc2ncnc3nc[nH]c23)cc1OC,i,i,i,i,i,-2,-14,i,i,i,-16
CN(C)c1cccc(C(=O)N(Cc2ccccc2)Cc2ccccc2)c1,i,i,i,i,i,35,-2,i,i,i,1
CCOC(=O)c1cc(NC(=O)/C=C\C(=O)O)ccc1Cl,i,i,i,i,i,-9,-7,i,i,i,2
CCOc1cccc2sc(N(CCCN(C)C)C(=O)c3ccc(S(=O)(=O)N4CCc5ccccc5C4)cc3)nc12,i,i,i,i,i,6,-16,i,i,i,nt

# The listing continues.
SMILES,KCNK3 inh,RGS4 act,ANO1 activ,KCNQ1 pot,TMEM16A inh,SKKanGAS inh,hERG protect,KCNK9 block,RGS4 block,KCNQ1 block,HDAC3 inh
CCOC(=O)Cc1csc(/N=C/c2c(O)n(-c3ccc(C)c(C)c3)c(=O)c3ccccc23)n1,i,i,i,i,i,1,-3,i,i,i,-9
Cc1ccnc2nc(C(=O)OCC(=O)NCCc3ccccc3)nn12,i,i,i,i,i,-6,-2,i,i,i,3
O=C1CCCN1CCCN1C(=O)N[C@@H](Cc2ccccc2)C1=O,i,i,i,i,i,-6,-5,i,i,i,-3
Cc1cccc(-n2c(O)c(C=Nc3ccccc3-c3n[nH]c(=S)[nH]c3=O)c3ccccc3c2=O)n1,i,i,i,i,i,24,-14,i,i,i,6
CCc1cc2c(NC3CCCC3)ncnc2s1,i,i,i,i,i,17,-17,i,i,i,-4
Cc1cc(NS(=O)(=O)c2ccc(NC(=O)CSc3nnc(-c4ccco4)n3C)cc2)nc(C)n1,i,i,i,i,i,-1,-4,i,i,i,-6
N#CCc1nc(CSc2nc3ccccc3o2)cs1,i,i,i,i,i,9,-7,i,i,i,7
O=C(CCc1c[nH]c2ccccc12)NCC1COc2ccccc2O1 (stereo not given),i,i,i,i,i,-5,-10,i,i,i,-3
COCCN1CCN(C(=O)c2cc(COc3cc(C)ccc3C)on2)CC1,i,i,i,i,i,1,-6,i,i,i,0

# Copied from the list.
# Under SKKanGAS inh, O=C1CCCN1CCCN1C(=O)N[C@@H](Cc2ccccc2)C1=O has -6
# Under hERG protect, COCCN1CCN(C(=O)c2cc(COc3cc(C)ccc3C)on2)CC1 has -6
